# IkB sig inh – inhibitors of IkB signaling in ABC-DLBCL cells; ABC-DLBCL IkBa-CBG/CBR dual luciferase ratio, 4 h; response scale: scaled: untreated 0%, proteasome inhibitor 100%; Potency, µM (highest dose often 57.1 µM), without a hit: top-dose IkBa stabilization activation; 110,000 tested, 0.04% active; AID 445; active = well fitted curve in the direction sought with a large enough effect in the signal ratio, not every such curve was filed as active; inconclusive = small, poorly fitted or top-dose-only effect, or a change in a side signal; the % refers to the signal ratio;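 also: the direction sought is a rising ratio; 0% = basal untreated cells and 100% = reference inhibitor full response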
#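 In this assay, an IκBα–CBG68 fusion accumulates when IKK-driven degradation is blocked; native CBR normalizes for cell number. OCI-Ly3 cells were treated 4 h with compound and doxycycline, then green and red light read after Chroma-Glo addition.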
# p53ts 39C kill – kills p53ts cells at the nonpermissive temperature | H1299-p53A138V viability at 39C, ATP luminescence, 24 h | Potency, µM (doses to about 46.1 µM), without a hit: at the top dose activity change, negative = cell killing, actives largely listed as cytotoxic | 130,000 tested, 1.5% active | AID 902; also: nearly all actives have a fitted effect of over 55% in size
# p53ts 32C tox – kills p53ts cells at the permissive temperature; Potency, µM (doses to about 46.1 µM), without a hit: at the highest dose activity change, negative = cytotoxicity, usual class: cytotoxic; AID 924; H1299-p53A138V at 32C, ATP luminescence viability, 24 h; 130,000 tested, 0.93% active;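 also: 0% = DMSO and -100% = full killing by reference compound; nearly all actives have a fitted effect of over 55% in size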
#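 Viability by ATPlite luminescence after 24 h compound treatment (up to 46 uM) at the permissive 32C. Cells are H1299 carrying p53 A138V. Scale runs from DMSO basal to 100 uM tamoxifen as full kill; AC50 from Hill fits.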
# Peg3 imprint – genomic imprint erasure induction | AID 1948 | Potency, µM (titrated, usually from 60.7 µM), for inactives: at the highest dose activity change, positive = activation, most hits filed as activators | 110,000 tested, 0.02% active | mouse ES Peg3-LacZ reporter, beta-gal luminescence, 40 h;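 also: 0% = negative control wells on the plate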
#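 Readout: BetaGlo luminescence (5 min, room temp) for LacZ from the normally silent maternal Peg3 allele in female Peg3LacZ-Neo ES cells. Cells 300/well, 40 h, 37C, 5% CO2. Data normalized per plate to negative controls.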
# Numbers without * were called inactive; ? = inconclusive; / = no result given; [ ] = dose if it differs, or a comment. Unless noted, calls follow the shape of the dose curve; as a rule, active = well fitted curve in the direction sought with a large enough effect; inconclusive = small, poorly fitted or top-dose-only effect, or another doubt; inactive = no such curve, though single readings can be large; an effect the other way counts as inactive or inconclusive. Unless noted, % is scaled to controls: 0 for no effect and ±100 for the full control effect; potency is read from the fitted curve at half-maximal effect.
SMILES,IkB sig inh,p53ts 39C kill,p53ts 32C tox,Peg3 imprint
NC(=O)CCCC1=NS(=O)(=O)c2ccccc2N1,-0.9%,-4%,-7%,-5%
COc1ccc2c3c([nH]c2c1)[C@H]1C[C@@H]2[C@@H](C[C@@H](O)[C@H](OC)[C@H]2C(=O)O)CN1CC3,0.0%[11.4 µM],20%[9.22 µM],-1%[9.22 µM],-12%[10.9 µM]
O=C1CC(SCCO)C(=O)N1c1ccc(Oc2ccccc2)cc1 (centres undefined),-0.4%,3%,0%,2%
CCOC(=O)CNC(=O)COc1ccc(Cl)cc1Br,-1.7%,7%,1%,-6%
COC(=O)C1=CN(C2CC2)C=C(C(=O)OC)C1c1ccc(C(=O)OC)cc1,2.4%,3%,4%,3%
N#Cc1cc(Cl)c(N2CCOCC2)cc1C#N,-2.1%,-12%,-2%,-2%
COc1ccccc1CN1CC[C@@]2(CCCN(S(=O)(=O)c3ccccc3)C2)C1,-1.2%[11.4 µM],-1%,-5%,/
COc1ccc(N2CCN(S(=O)(=O)CCNC(=O)c3cc(=O)c4ccccc4o3)CC2)cc1,-0.8%,-12%,-1%,-4%[10.9 µM]
CC(=O)NCCOc1nc(N(C)C)nc(N(C)C)n1,1.7%,6%,-7%,?
CSc1nsc(SCC(=O)NC2CCCCC2)n1,?,9%,-2%,-14%
COc1ccc(CCNC(=O)c2cc3sccc3n2Cc2ccc(Cl)cc2)cc1OC,?,0%,1%,-18%[10.9 µM]
Cc1ccc(C(=O)COC(=O)c2cccs2)cc1,/,-23%,20µM*,/
COCCn1c(C)cc(O)c(C(c2cccc(F)c2)N2CCN(c3ccccc3)CC2)c1=O (centres undefined),?,-1%,2%,-11%[10.9 µM]
CC1=C(C(N)=O)C(c2ccc(C)cc2)n2nc(SCc3ccccc3F)nc2N1 (centres undefined),?,29%,-8%,7%[10.9 µM]
CC(C)(C)OC(=O)N1CCC(c2c(C(=O)N3CCCCC3)cnn2-c2ccccc2Cl)CC1,?,9%,4%,10%[10.9 µM]
O=C(c1cc(C(F)(F)F)cc(C(F)(F)F)c1)N1CCC2(CCN(Cc3nccs3)CC2)CC1,-0.9%[11.4 µM],-15%,5%,/
Cc1cc(F)ccc1NC(=O)C1CCCN(C(=O)c2cnn(-c3ccccc3)c2-n2cccc2)C1 (centres undefined),2.0%,-20%,10%,20%[10.9 µM]
CCOC(=O)c1ccc(NC(=O)CN2C(=O)CSC2=O)cc1,2.3%,8%,1%,0%
CCOc1ccc(OCC(=O)NCCS(=O)(=O)N2CCN(c3cccc(Cl)c3)CC2)cc1,0.3%,23%,2%,-15%[10.9 µM]
COc1ccc(N2CCN(C(=O)COc3ccc4ccccc4c3)CC2)cc1,0.9%,4%,11%,-9%
Cc1cc(NC(=O)CSc2ncccn2)no1,/,21%,6%,/
CC1=C(C(=O)Nc2ccc(C)cc2C)C(c2ccc(O)cc2)n2nc(SCC(=O)c3ccc(C)cc3)nc2N1 (centres undefined),-1.2%,-6%,7%,-8%[10.9 µM]
CC1CCN(CCCn2c(=S)[nH]c3ccccc3c2=O)CC1,1.4%,3%,-2%,-18%
CCn1c(=O)c(C(=O)NCCNCCO)c(O)c2ccccc21,-0.6%,-14%,-6%,-6%
Cn1c(=O)oc2cc(S(=O)(=O)Nc3ccccc3O)ccc21,?,0%,4%,18%[10.9 µM]
CCOc1ccccc1CNC(=O)C1CCCN(c2nc3ccccc3o2)C1 (centres undefined),4.3%,-10%,1%,-11%
CCSc1nc2c(c(-c3ccc(C)o3)c1C#N)CCCC2,/,20%,4%,/
CCSC1=N/C(=C\c2ccc(C(=O)O)cc2)C(=O)S1,8.5%,-5%,-25%,-12%
OC(CN1C2=NCCN2c2ccccc21)c1ccc2c(c1)OCO2 (centres undefined),?,-26%,-12%,-33%[inhibitor]
COc1ccc(N2CCN(C(=O)c3ccc4c(c3)N(Cc3cccc(Cl)c3)C(=O)c3ccccc3S4(=O)=O)CC2)cc1,-3.1%,16%,-13%,-16%[10.9 µM]

# Compounds from the list above containing an NH in an aromatic ring, in the order listed:
SMILES,IkB sig inh,p53ts 39C kill,p53ts 32C tox,Peg3 imprint
COc1ccc2c3c([nH]c2c1)[C@H]1C[C@@H]2[C@@H](C[C@@H](O)[C@H](OC)[C@H]2C(=O)O)CN1CC3,0.0%[11.4 µM],20%[9.22 µM],-1%[9.22 µM],-12%[10.9 µM]
CC1CCN(CCCn2c(=S)[nH]c3ccccc3c2=O)CC1,1.4%,3%,-2%,-18%

# Continued.
SMILES,IkB sig inh,p53ts 39C kill,p53ts 32C tox,Peg3 imprint
CN(N=O)C(=O)N[C@H]1C(O)C(O)C(CO)O[C@@H]1O (some centres undefined),/,0%,-5%,0%
Cc1cc(C)c2c(CC(=O)Nc3nccs3)coc2c1,-1.1%,4%,0%,-11%
Nc1cc(N)nc(SCCOc2ccccc2F)n1,0.2%,-9%,?,-38%[inhibitor]
Cc1ccc2c(c1)C(c1ccccc1)N(C(=O)c1ccc(S(=O)(=O)N3CCCC3)cc1)CC(=O)N2 (centres undefined),?,15%,0%,-3%[10.9 µM]
O=C(CN1C(=O)COc2ccc(S(=O)(=O)N3CCCCCC3)cc21)NCc1ccc(Cl)cc1,?,-28%,10%,-11%[10.9 µM]
O=C1NC(Cc2c[nH]c3ccccc23)C(=O)N1CCOc1ccccc1 (centres undefined),-0.4%,-4%,5%,-5%
COc1cccc(-n2cc(C(=O)NCc3ccccc3OC)c3ccccc3c2=O)c1,-3.2%,?,3%,-9%[10.9 µM]
Cc1ccc(C(=O)c2oc3ccccc3c2NC(=O)Cc2ccccc2)cc1,0.3%,?,-13%,-9%[10.9 µM]
CCOc1ccc(NC(=O)CSC2=Nc3ccccc3C3=NC(CC(=O)NCc4ccco4)C(=O)N23)cc1 (centres undefined),?,28%,-1%,4%[10.9 µM]
CCOc1ccc(Nc2nc(-c3cccc(Cl)c3)c3c(n2)-c2ccccc2OC3)cc1,-4.6%,10µM*,?,-33%[inhibitor][10.9 µM]
CCc1c(C(=O)Nc2ccc(S(=O)(=O)N3CCOCC3)cc2)csc1C,5.2%,19%,7%,-15%
CCc1nc2ccccc2c(NC(=O)CN2CCC(C)CC2)c1C,0.5%,1%,-1%,6%
CCS(=O)(=O)c1ncc(Cl)c(C(=O)Nc2c(C(=O)Nc3cccc(C)c3)oc3ccccc23)n1,?,20µM*,?,-37%[inhibitor][10.9 µM]
O=C(c1ccccc1Cl)N1CCN(CCc2ccccn2)CC1,-0.9%,-1%,4%,-14%[10.9 µM]
O=C(CSc1nc(=O)n(CCN2CCOCC2)c2c1CCC2)Nc1cccc(Cl)c1,-0.8%,0%,-4%,5%[10.9 µM]

# One compound at a time, as listed above:
# CCOc1ccc(NC(=O)CSC2=Nc3ccccc3C3=NC(CC(=O)NCc4ccco4)C(=O)N23)cc1 (centres undefined) is listed as IkB sig inh: ?; p53ts 39C kill: 28%; p53ts 32C tox: -1%; Peg3 imprint: 4%[10.9 µM]
# O=C(CN1C(=O)COc2ccc(S(=O)(=O)N3CCCCCC3)cc21)NCc1ccc(Cl)cc1 is listed as IkB sig inh: ?; p53ts 39C kill: -28%; p53ts 32C tox: 10%; Peg3 imprint: -11%[10.9 µM]
# CCS(=O)(=O)c1ncc(Cl)c(C(=O)Nc2c(C(=O)Nc3cccc(C)c3)oc3ccccc23)n1 is listed as IkB sig inh: ?; p53ts 39C kill: 20µM*; p53ts 32C tox: ?; Peg3 imprint: -37%[inhibitor][10.9 µM]

# Next part
SMILES,IkB sig inh,p53ts 39C kill,p53ts 32C tox,Peg3 imprint
COc1ccccc1CNC(=O)C1CCN(C(=O)c2sccc2-n2cccc2)CC1,?,-4%,8%,-16%[10.9 µM]
O=S(=O)(NCCOCC(F)(F)C(F)F)c1ccc2oc3ccccc3c2c1,?,-3%,8%,-12%
Cn1c(CN2CCCC2)nc2cc(NC(=O)c3ccco3)ccc21,-0.2%,-5%,-10%,-16%
Cc1ccc(C)c(NC(=O)C(C)N(c2ccccc2)S(C)(=O)=O)c1 (centres undefined),-0.8%,3%,19%,-6%[10.9 µM]
Cc1ccc(-c2cc3c(n2-c2ccc(F)cc2)CC(C)(C)CC3=O)cc1,0.4%,-28%,-2%,-13%[10.9 µM]
Cc1c(NS(=O)(=O)c2ccc3c(c2)CCN3C(=O)C2CC2)c(=O)n(-c2ccccc2)n1C,1.2%,-4%,-2%,-14%
COc1ccc(NC(=O)C2CCCO2)cc1 (centres undefined),/,-1%,-6%,/
Cc1ccccc1NS(=O)(=O)c1ccc2[nH]cc(C(=O)NC(C)c3ccccc3)c(=O)c2c1 (centres undefined),?,-4%,13%,-9%[10.9 µM]
O=C(CSc1nnc(-c2ccccc2)c(-c2ccccc2)n1)NCCc1ccccc1,?,-12%,16%,-12%[10.9 µM]
Cc1ccc(Sc2ccc(N3CCCC(C(=O)Nc4ccc(F)cc4)C3)nn2)cc1 (centres undefined),?,7%,17%,-8%[10.9 µM]
Cc1cc(C)c(NC(=O)Cn2nnc(S(=O)(=O)c3ccc(C)c(C)c3)c2N)c(C)c1,0.2%,-27%,?,-10%[10.9 µM]
Nc1ccccc1O,?,4%,13%[1.84 µM],-3%
O=C(Nc1c(C(=O)Nc2ccccc2)cnn1-c1ccccc1)c1ccco1,-1.2%,8%,-5%,-1%
CCCCNc1cc(C)oc(=O)c1C(C)=O,-0.8%,-2%,-1%,8%
Cc1ccc(S(=O)(=O)N(C)CC(=O)Nc2cccc(C)n2)cc1,-0.9%,12%,1%,14%

# The final 3 records of the part above are carried over, then new ones follow:
SMILES,IkB sig inh,p53ts 39C kill,p53ts 32C tox,Peg3 imprint
O=C(Nc1c(C(=O)Nc2ccccc2)cnn1-c1ccccc1)c1ccco1,-1.2%,8%,-5%,-1%
CCCCNc1cc(C)oc(=O)c1C(C)=O,-0.8%,-2%,-1%,8%
Cc1ccc(S(=O)(=O)N(C)CC(=O)Nc2cccc(C)n2)cc1,-0.9%,12%,1%,14%
O=C(Nc1cc(C(F)(F)F)ccc1N1CCOCC1)c1ccc(Br)o1,-0.7%,0%,-7%,-3%
COc1cccc(C2OC(=O)c3ccccc3N2C(C)=O)c1OC(C)=O (centres undefined),/,0%,6%,/
O=C(O)CCc1ccc(-c2ccccc2)n1CC(=O)O,-0.4%,6%,1%,4%
Cc1noc(/C=C/c2ccco2)c1S(=O)(=O)N1CCC(C(=O)N2c3ccccc3CC2C)CC1 (centres undefined),4.2%,-5%,11%,-13%
CCc1ccc2oc(-c3cc(N=Cc4cccc(OC)c4O)ccc3O)nc2c1,?,10µM*,10µM*,-73%[inhibitor]
N#Cc1c(-c2ccco2)nc(NCC2CCCO2)[nH]c1=O (centres undefined),1.3%,14%,4%,?
O=S1(=O)N=C(Nc2ccc(S(=O)(=O)N3CCCCC3)cc2)c2ccccc21,0.6%,11%,-2%,-6%
CC1=C(c2ccc(C)c(C)c2)S(=O)(=O)N=C1N1CCN(c2cccc(C)c2)C(C)C1 (centres undefined),-0.2%,-2%,4%,-11%[10.9 µM]
CCN1CCN(C(=O)c2sc3nc(C)nc(N4CCC(C)CC4)c3c2C)CC1,-0.8%,13%,-3%,-15%
CCCN(C(=O)c1ccco1)c1nnc(-c2ccncc2)s1,/,-5%,-4%,/
CCn1c(COc2cccc(C)c2)nnc1SCC(=O)CC(=O)Nc1ccccc1OC,?,1%,3%,-17%
COc1cccc(C(C(=O)NC(C)(C)C)N(C(=O)CCC(=O)Nc2cc(C)on2)C2CC2)c1OC (centres undefined),-0.7%,3%,-2%,-1%
NC(N)=NC(N)=NCCc1ccccc1,2.2%,-1%,8%[1.84 µM],-14%
Cc1cccn2c(=O)c3cc(C(=O)N4c5ccccc5CC4C)n(C)c3nc12 (centres undefined),-1.1%,-15%,-11%,-1%
CN(Cc1ccccc1)c1nc(-c2ccc(F)cc2)cc(C(F)(F)F)n1,4.7%,13%,-8%,-2%[10.9 µM]
Cn1c(SCC(=O)Nc2ccccc2)nc(O)cc1=O,?,2%,-7%,-9%
Cc1nc2scc(-c3ccco3)c2c(=O)n1/N=C/N(C)C,3.0%,-13%,-3%,-23%
Nc1c(C(=O)c2ccc(Br)s2)oc2ccccc12,?,-16%,10%,-8%
Cc1cc(C)c(C#N)c(SCC(=O)N2CCCCC2)n1,-0.5%,3%,7%,-8%
COc1ccc(CNc2ncncc2-c2ccccc2CN(C)C)c(OC)c1,1.8%[11.4 µM],1%,5%,0%
O=C(c1cccc(F)c1)N1CCC2(CCCN(c3ncccn3)C2)CC1,-1.2%[11.4 µM],3%,-1%,/

# High-throughput results from PubChem BioAssay.
